LmPK inh: LmPK (Leishmania mexicana) enzyme inhibition; Q27686; purified LmPK, Kinase-Glo ATP luminescence, 1 h; Potency, µM (doses to about 57.5 µM), without a hit: at the highest dose activity change, negative = inhibition, actives largely listed as inhibitors; 290,000 compounds, 0.37% hits; also: potency is read from the fitted curve at half-maximal effect
Target sequence (Q27686 whole entry, looked up): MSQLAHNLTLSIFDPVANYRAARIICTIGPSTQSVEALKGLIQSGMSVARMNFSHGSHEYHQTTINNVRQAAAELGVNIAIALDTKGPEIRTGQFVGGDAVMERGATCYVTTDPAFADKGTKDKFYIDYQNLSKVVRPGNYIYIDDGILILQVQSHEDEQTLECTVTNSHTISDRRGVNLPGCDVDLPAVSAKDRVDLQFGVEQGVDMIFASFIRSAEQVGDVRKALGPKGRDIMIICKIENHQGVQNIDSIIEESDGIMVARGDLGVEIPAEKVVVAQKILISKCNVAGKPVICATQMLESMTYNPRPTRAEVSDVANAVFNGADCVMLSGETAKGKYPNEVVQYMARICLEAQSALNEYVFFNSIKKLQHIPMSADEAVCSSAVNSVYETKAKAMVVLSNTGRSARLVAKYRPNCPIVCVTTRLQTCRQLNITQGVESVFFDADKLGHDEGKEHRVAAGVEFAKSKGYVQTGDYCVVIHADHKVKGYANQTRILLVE
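Screened at intermediate enzyme activity to detect both inhibitors and activators: LmPK at 0.1 nM, with a 0.5 nM enzyme column as activation reference. PEP 0.5 mM, ADP 0.1 mM; ATP detected by luminescence after 1 h.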
AmpC no deterg: AmpC beta-lactamase inhibition without detergent. P00811. AmpC nitrocefin hydrolysis, absorbance 480 nm, 0.0001% Triton. Potency, µM (highest dose often 57.1 µM), for inactives: at the highest dose activity change, negative = inhibition, actives largely listed as inhibitors. 330,000 compounds, 0.52% hits. AID 485341;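 also: potency is read from the fitted curve at half-maximal effect; plate controls were no compound for no effect and no enzyme for full effect; nearly all actives have a fitted effect of over 20% in size; some results filed as inactive show a strong effect at the top dose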
Target sequence (P00811 whole entry, looked up): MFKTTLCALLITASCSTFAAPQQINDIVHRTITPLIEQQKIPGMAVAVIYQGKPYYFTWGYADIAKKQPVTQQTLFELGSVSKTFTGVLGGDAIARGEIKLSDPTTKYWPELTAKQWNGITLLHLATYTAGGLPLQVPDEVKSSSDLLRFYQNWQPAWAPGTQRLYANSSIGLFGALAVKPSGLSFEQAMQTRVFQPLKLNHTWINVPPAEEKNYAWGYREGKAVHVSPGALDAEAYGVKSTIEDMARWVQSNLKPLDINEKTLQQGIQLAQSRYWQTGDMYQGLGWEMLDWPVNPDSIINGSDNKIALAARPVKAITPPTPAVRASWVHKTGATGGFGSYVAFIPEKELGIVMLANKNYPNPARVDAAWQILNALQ
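20 mM phosphate pH 7.0 + 0.01% (detergent screen) or 0.0001% Triton X-100; 5.3 nM AmpC reagent; cpd preinc 15 min RT; nitrocefin (800 uM stock) to start; A480 q20 s × 4 min; Activity was normalised to no-enzyme and no-compound control wells.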
HCV inh: HCV inhibition. Huh7.5.1 HCVcc-Cre infection, luciferase reporter, 44 h. Potency, µM (doses to about 41.8 µM), without a hit: top-dose activity change, negative = inhibition, actives largely listed as inhibitors. 340,000 compounds, 3.4% hits; also: potency is read from the fitted curve at half-maximal effect
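HCVcc-Cre virus at an moi near 0.5 was added right after compound to cells cultured 4 h from seeding (1,000 cells/well). Luciferase activity was determined 44 h later, 15 min after substrate addition at RT.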
AMA1-RON2 inh: AMA1-RON2 (P. falciparum) interaction inhibition; 360,000 compounds, 0.2% hits; AlphaScreen AMA1-biotinylated RON2 peptide binding; AID 720542; Potency, µM (top dose mostly 58.2 µM), inactives show at the top dose activity change, negative = inhibition, actives largely listed as inhibitors;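 also: potency is read from the fitted curve at half-maximal effect; 0% = vehicle wells and -100% = peptide control; nearly all actives have a fitted effect of over 45% in size; some results filed as inactive show a strong effect at the top dose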
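AMA1 (3D7) with his tag at 25 nM final met compounds first, then biotinylated RON2 peptide at 25 nM; detection used donor plus acceptor beads, 10 µg/mL apiece, read by AlphaScreen after 30 min at room temperature.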
AmpC detergent: blocks E. coli AmpC beta-lactamase in detergent assay | P00811 | AmpC hydrolysis of nitrocefin, absorbance 480 nm, 0.01% Triton | Potency, µM (top dose mostly 114 µM), for the others: at the highest dose activity change, negative = inhibition, hits mostly inhibitors | 370,000 compounds, 0.041% hits;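 also: potency is read from the fitted curve at half-maximal effect; 0% = no-compound wells and -100% = no-enzyme wells; nearly all actives have a fitted effect of over 25% in size; some results filed as inactive show a strong effect at the top dose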
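20 mM phosphate pH 7.0 + 0.01% (detergent screen) or 0.0001% Triton X-100; 5.3 nM AmpC reagent; cpd preinc 15 min RT; nitrocefin (800 uM stock) to start; A480 q20 s × 4 min; Activity was normalised to no-enzyme and no-compound control wells.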
Tb PYK inh: T. brucei pyruvate kinase inhibition; Potency, µM (titrated, usually from 76.8 µM), inactives show at the top dose activity, negative = inhibition, hits mostly inhibitors; 410,000 compounds, 0.12% hits; Q57TT1; TbPYK enzyme, Kinase-Glo Plus ATP luminescence, 45 min; also: potency is read from the fitted curve at half-maximal effect; nearly all actives have a fitted effect of over 50% in size
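Luminescence from Kinase-Glo Plus, added after a 45-minute room-temperature reaction, served as the end-point read-out. The enzyme and substrate were preincubated with compound before ADP (130 uM final) initiated turnover. Concentration-effect curves came from normalized qHTS data.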
HCMV inh: inhibitors of human cytomegalovirus | activity change, negative = inhibition, % at 57.5 µM | 410,000 compounds, 4.5% hits | AID 1259415 | HFF cells, HCMV-luciferase reporter, 72 h; active compounds read low; in the data active = activity change below about -60%; inconclusive = no clear call, values can overlap the other calls; inactive = above about -39%
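Luciferase read-out from HCMV-luciferase-infected HFFs (MOI 1 PFU/cell) 72 h post infection at 37C; compounds added after 16 h cell attachment; activity normalized between buffer-only basal and Salinomycin (10uM) inhibitor controls.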
Starred values were filed as active, the others as inactive; ? = inconclusive; · = no result given; & = joins results of further samples; [ ] = remark or other dose. Unless noted, calls follow the shape of the dose curve; as a rule, active = well fitted curve in the direction sought with a large enough effect; inconclusive = small, poorly fitted or top-dose-only effect, or another doubt; inactive = no such curve, though single readings can be large; an effect the other way counts as inactive or inconclusive. Unless noted, % is scaled to controls: 0 for no effect and ±100 for the full control effect. No enrichment for hits; any-hit rate near 7.5%.

SMILES	LmPK inh	AmpC no deterg	HCV inh	AMA1-RON2 inh	AmpC detergent	Tb PYK inh	HCMV inh
CC(=O)c1c(C)[nH]c(C(=O)Nc2ccc(Cl)c(S(=O)(=O)N3CCOCC3)c2)c1C	4%	-25%	?	14%	1%	-9%	94
O=C(N/N=C/c1ccccc1F)c1cc2c(ccc3ccccc32)o1	-11%	-37%	-12%	-19%	?	-2%	-9
O=C(COC(=O)Cc1ccc(F)cc1)Nc1ccc(Cl)cn1	·	-16%	9%	-7%	-6%	0%	-3
CN(CC(=O)Nc1cccc(F)c1)C(=O)CCCc1c[nH]c2ccccc12	·	-19%	?	-13%	-4%	5%	32
O=C(NCc1cccnc1)Nc1cccc([N+](=O)[O-])c1	-8%	-20%	7%	3%	-12%	2%	13
O=C(CO/N=C/c1ccccc1)N1c2ccccc2Oc2ccccc21	2%	-50%	-14%	0%	-6%	-2%	-99*
COc1ccc(CCNC(=O)Cn2c(=O)n(-c3ccc(F)cc3)c(=O)c3sccc32)cc1OC	0%	-14%	-4%	-4%	?	-8%	0
CCN(Cc1nc2cc(Cl)ccc2c(=O)[nH]1)C(=O)c1cccc(NC(=O)c2cccs2)c1	·	-18%	?	19%	-3%	0%	-19
O=C(N[C@@H](Cc1ccccc1)C(=O)N[C@@H](Cc1ccccc1)C(=O)O)OCc1ccccc1	·	-22%	2%	6%	-14%	3%	6
C=CCC1(CC=C)CCCN1Cc1nc(COc2ccccc2)no1	2%	4%	?	-13%	3%	3%	0
Cc1oc2c(CN3CCCC3)c(O)ccc2c(=O)c1-c1ccc(Br)cc1	0%	-10%	-8%	10%	1%	0%	-4
Cn1c(CO)cnc1SCC(=O)c1ccc(Br)cc1	0%	-18%	-3%	6%	-1%	0%	-3
COc1ccc2c(C)c(CCC(=O)N3C[C@H]4C[C@@H](C3)c3cccc(=O)n3C4)c(=O)oc2c1	-11%	4%	-3%	0%	?	-8%	-6
Cc1ccc(-n2c(=S)sc3c(=O)n(-c4ccc(F)cc4)c(SCC(=O)O)nc32)cc1C	6%	-18%	5%	3%	?	-8%	0
CCOC(=O)/C(C#N)=C/c1ccc(-c2ccsc2C(=O)OC)o1	-2%	-18%	?	?	-12%	-5%	-1
CCC1CCCCN1CCCNC(=O)c1c(O)nc2c(C)cccn2c1=O (stereo not drawn)	0%	-7%	6%	13%	-10%&1%	-12%&-6%	-32&-4
CN(Cc1nc(Cc2cccc(F)c2)no1)CC1CCOCC1	-1%	9%	10%	3%	5%	9%	-31
CN(Cc1ccon1)Cc1cn[nH]c1-c1ccc(-c2ccccc2)cc1	-3%	32%	0%	-22%	2%	-1%	-24
CCOC(=O)c1cc2c(=O)n3ccccc3nc2n(Cc2ccccc2)c1=N	0%	-34%	?	12%	-15%	4%	24
Cc1csc2ncc(C(=O)N3CCc4ccccc43)c(=O)n12	·	·	17%	13%	·	7%	33
CCOC(=O)C1CCN(c2c(NCCC(C)C)c(=O)c2=O)CC1	-1%	2%	15%	16%	2%	-10%	-21
CN(C)S(=O)(=O)c1ccc(Cl)c(NC(=O)CSc2nnnn2-c2ccc(O)cc2)c1	4%	-59%	-13%	10%	-2%	-5%	-20
CCOc1ccc(Br)cc1S(=O)(=O)Nc1cccnc1	-2%	-31%	-1%	-12%	-8%	3%	-3
O=C(CCN1C(=O)c2ccccc2C1=O)Nn1cnnc1	0%	-8%	8%	1%	-10%	-3%	-17
CCc1ccc(Cn2nnc3c(=O)[nH]c(C4CCCN(C(=O)c5cccc(Cl)c5)C4)nc32)cc1 (stereo not drawn)	·	·	·	·	3%	-2%	9

5 of the compounds above, as comma-separated lines:
Compound,LmPK inh,AmpC no deterg,HCV inh,AMA1-RON2 inh,AmpC detergent,Tb PYK inh,HCMV inh
O=C(CCN1C(=O)c2ccccc2C1=O)Nn1cnnc1,0%,-8%,8%,1%,-10%,-3%,-17
CCOC(=O)c1cc2c(=O)n3ccccc3nc2n(Cc2ccccc2)c1=N,0%,-34%,?,12%,-15%,4%,24
CCOC(=O)/C(C#N)=C/c1ccc(-c2ccsc2C(=O)OC)o1,-2%,-18%,?,?,-12%,-5%,-1
COc1ccc(CCNC(=O)Cn2c(=O)n(-c3ccc(F)cc3)c(=O)c3sccc32)cc1OC,0%,-14%,-4%,-4%,?,-8%,0
CCc1ccc(Cn2nnc3c(=O)[nH]c(C4CCCN(C(=O)c5cccc(Cl)c5)C4)nc32)cc1 (stereo not drawn),·,·,·,·,3%,-2%,9

Next part.
SMILES	LmPK inh	AmpC no deterg	HCV inh	AMA1-RON2 inh	AmpC detergent	Tb PYK inh	HCMV inh
COc1cc(OC)c(C(=O)NC2CC(C)(C)NC(C)(C)C2)cc1OC	-12%	-15%	16%	35%[activator]	?	-3%	37
O=C(NCCc1ccc(Cl)cc1)C1CCN(S(=O)(=O)c2ccc3[nH]ccc3c2)CC1	·	·	·	·	10%	-2%	-7
CCCNS(=O)(=O)c1ccc(CCC(=O)Nc2ccc3c(c2)OCCO3)cc1	0%	-32%	?	1%	?	-2%	108
COc1cccc(COC(=O)c2ccc(S(=O)(=O)N3CCC(C)CC3)cc2)c1OC	·	5%	-9%	23%	-1%	-9%	-28
O=C(Cn1c(=O)cnc2ccccc21)N1CCN(S(=O)(=O)c2cccc([N+](=O)[O-])c2)CC1	·	-4%	5%	-12%	-21%	-1%	4
Cc1ccccc1OC(=O)c1cc(-c2ccc3c(c2)OCCO3)on1	·	·	·	·	-1%	4%	3
O=C(NNC(=O)c1ccccc1F)c1ccc(S(=O)(=O)N2CCCCC2)cc1	·	-22%	-1%	24%	·	-1%	16
Cc1nn(-c2ccccc2)nc1C(=O)c1c(C)[nH]n(-c2ccccc2)c1=O	4%	-24%	19%	51%[activator]	-9%	-1%	-6
CSc1cc(-c2ccccc2)n(Cc2ccc(Cl)cc2Cl)c(=O)c1C#N	-10%	-11%	?	8%	0%	?	-33
CCc1ccc(NC(=O)CSc2nc(C)cs2)cc1	·	·	·	-3%	·	7%	36
CC(=O)Oc1ccccc1C(=O)Nc1ccccc1C(=O)N1CCCCC1	9%	-9%	·	-3%	0%	-7%	46
CC1CCCC(C)N1C(=O)CSc1nnc(NC(=O)Cc2cccs2)s1 (stereo not drawn)	4%	-10%	13%	-14%	3%	1%	46
CCOc1ccccc1-n1c(SCC(=O)NCc2ccco2)nnc1-c1ccncc1	11%	-4%	17%&4%	-8%	-15%	-8%	24
O=C(C[n+]1ccccc1)N/N=C/c1c(F)cccc1Cl	-6%	-17%	0%	3%	-1%	0%	-30
CC(=O)c1c(C)oc2ccc(N(C(=O)C3CCCCC3)S(=O)(=O)c3cc([N+](=O)[O-])ccc3C)cc12	4%	-8%	?	-15%	1%	2%	-29
CC1Oc2ccccc2N(CC(=O)c2ccccc2)C1=O (stereo not drawn)	-5%	-14%	10%	-2%	-14%	1%	11
COc1ccc2c(c1)c1c(c(=O)n(-c3cccc(C)c3)c(=O)n1CC(=O)NCC1CCCO1)n2C (stereo not drawn)	·	·	·	·	4%	4%	6
N#CC1=C(N)Oc2n[nH]c(-c3cccs3)c2C1C1CCCCC1 (stereo not drawn)	2%	-41%	13%	4%	-4%	-4%	-2
O=C1[C@@H]2C(c3cccnc3)=NO[C@@H]2C(=O)N1c1ccc2ccccc2c1	-2%	-23%	4%	-4%	-6%	-8%	35
COc1ccc(S(=O)(=O)N(C)CC(=O)N2CCOCC2)cc1Cl	-9%	0%	-4%	-2%	0%	-1%	-19
Cc1cc(C)n2nc(SCc3nc4ccccc4[nH]3)nc2n1	7%	-4%	0%	-1%	?	-7%	0
N#CC1=C2SCN(C3CCCCC3)CN2C(=O)CC1c1ccc(Br)cc1 (stereo not drawn)	·	·	·	·	1%	?	-7
C=CCSc1nnc(-c2cccc3ccccc23)o1	·	-9%	·	·	·	-6%	0
N#C/C(=C(/O)c1ccc([N+](=O)[O-])s1)c1nc2ccccc2[nH]1	-1%	-25%	?	37%[activator]	4%	3%	20
CCOC(=O)NNc1cc(C(F)(F)F)ccn1	2%	11%	22%	-4%	-2%	-5%	-25

Additional entries follow:
SMILES	LmPK inh	AmpC no deterg	HCV inh	AMA1-RON2 inh	AmpC detergent	Tb PYK inh	HCMV inh
O=C(CCc1ccccc1)Nc1cc2c3c(c1)CCC(=O)N3CCC2	·	-14%	?	-17%	-12%	-1%	-99*
COc1cc(/C=N/n2c(-c3cc(C)[nH]n3)n[nH]c2=S)cc(OC)c1O	-3%	-19%	7%	91%[activator]	7%	?	-6
COc1cc(CO)c(Br)cc1OCC(N)=O	0%	-2%	0%	-11%	-4%	2%	23
COCc1cc(C(C)=O)ccc1OC	-3%	-14%	22%	0%	?	2%	1
CCCSc1nc(=O)n2cccc(C)c2n1	5%	-7%	-1%	0%	-10%	3%	-17
O=C1/C(=C/c2ccccc2)Oc2cc(OC(=O)N3CCOCC3)ccc21	3%	144%[activator]	6%	7%	-7%	-4%	60
O=C1ON=C(c2ccc(Cl)cc2)/C1=C/c1ccc(O)cc1	6%	-12%	?	7%	7%	?	-100*
COc1ccc(N2CCN(C(=O)c3ccc(C)c(Cl)c3)CC2)cc1	2%	·	-11%	8%	2%	0%	-22
COc1ccc(N(C(=O)c2ccncc2)S(=O)(=O)c2ccc(OC)c(OC)c2)cc1	-2%	111%[activator]	-2%	6%	1%	2%	1
CC(C)(CO)CNc1ccn2nccc2n1	·	·	·	-5%	·	-3%	-70*
Clc1cccc(CSC2=NCCCN2)c1	5%	-43%	-7%	-9%	-3%	5%	·
Cc1cc(C)n(C(=O)c2cccc([N+](=O)[O-])c2)n1	-9%	-1%	7%	-5%	?	3%	7
COc1ccc(CN2C(=O)C(CC(=O)NCc3cccc4ccccc34)CC(C(=O)N3CCOCC3)=C2C)cc1 (stereo not drawn)	·	·	·	-6%	·	9%	-28
CC(C)CC[n+]1ccn(C2=C([O-])c3ccccc3C(=O)/C2=N\S(=O)(=O)c2ccccc2)c1	1%	-11%	10µM*	-8%	-11%	-4%	·
Cc1cc(C(=O)O)c(CCCN)s1	-5%	-8%	27%	12%	-22%	2%	-11
COc1cc(C#N)ccc1OCC(=O)NCc1cccs1	0%	-25%	11%	10%	0%	-2%	5

Some of the entries so far, with bars between the fields:
structure | LmPK inh | AmpC no deterg | HCV inh | AMA1-RON2 inh | AmpC detergent | Tb PYK inh | HCMV inh
COc1ccc(N(C(=O)c2ccncc2)S(=O)(=O)c2ccc(OC)c(OC)c2)cc1 | -2% | 111%[activator] | -2% | 6% | 1% | 2% | 1
CC(C)(CO)CNc1ccn2nccc2n1 | · | · | · | -5% | · | -3% | -70*

Assay outcomes deposited in PubChem BioAssay by National Center for Advancing Translational Sciences (NCATS).
